Assay outcomes: PubChem, National Center for Advancing Translational Sciences (NCATS)
Pf growth 48h: P. falciparum growth inhibition at 48 hours (one generation); P. falciparum luciferase growth in erythrocytes, 48 h; Potency, µM (top dose mostly 28.7 µM), without a hit: at the highest dose activity change, negative = inhibition, most hits filed as inhibitors; 310,000 compounds, 5.9% hits; AID 504832; further: potency means the concentration at half of the fitted maximal effect; on the % scale 0 is the no-effect control and ±100 the full control effect
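Read-out is firefly luciferase luminescence from an integrated reporter in P. falciparum, so falling signal marks reduced parasite growth. Infected erythrocytes were at 2% hematocrit and 0.1% parasitemia (final) in Albumax-supplemented RPMI 1640.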
Giardia FBPA inh: blocks Giardia fructose-bisphosphate aldolase activity; Potency, µM (doses to about 59.6 µM), for inactives: at the highest dose activity, negative = inhibition, actives largely listed as inhibitors; purified Giardia FBPA; AID 2451; 290,000 compounds, 0.71% hits; A8B2U2; further: potency means the concentration at half of the fitted maximal effect; on the % scale 0 is the no-effect control and ±100 the full control effect; nearly all actives have a fitted effect of over 55% in size
Target sequence (A8B2U2 whole entry, looked up): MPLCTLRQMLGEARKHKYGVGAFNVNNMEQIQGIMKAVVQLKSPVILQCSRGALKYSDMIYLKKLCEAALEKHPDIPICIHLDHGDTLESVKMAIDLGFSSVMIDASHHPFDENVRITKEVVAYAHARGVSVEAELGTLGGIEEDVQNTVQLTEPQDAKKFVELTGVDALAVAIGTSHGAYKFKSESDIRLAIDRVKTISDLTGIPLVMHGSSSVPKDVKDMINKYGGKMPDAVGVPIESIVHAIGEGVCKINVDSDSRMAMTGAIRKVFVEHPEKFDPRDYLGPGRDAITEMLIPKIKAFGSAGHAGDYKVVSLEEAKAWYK
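Giardia FBPA (40 nM reagent) was preincubated 10 min at RT with compound (up to 57.5 uM final), then substrate plus GAPDH/TPI/NAD/arsenate coupling system with diaphorase/resazurin was added; resorufin fluorescence (525/598 nm) was read after 20 min.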
Cycloheximide cs: affects cycloheximide protein synthesis inhibition readout, counter-screen; cell reporter, cycloheximide protein synthesis inhibition counterscreen; max response, %; 300,000 compounds, 12% hits; AID 2314; in the data active means max response mostly above about 13%, no sharp cut-off; inactive means mostly below about 14%; further: read at 38.3 µM for the half of the compounds with a filed dose; 0% is about no effect
Pf growth 96h: P. falciparum growth inhibition at 96 hour, primary screen for plastid delayed-death inhibitors | 320,000 compounds, 6.9% hits | Potency, µM (series often up to 28.7 µM), for the others: at the highest dose activity change, negative = inhibition, most hits filed as inhibitors | AID 504834 | P. falciparum luciferase reporter growth, 96 h; further: potency means the concentration at half of the fitted maximal effect; on the % scale 0 is the no-effect control and ±100 the full control effect
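Plates of compound plus infected erythrocytes (2% hematocrit, 0.05% parasitemia final) incubate 96 hours, 37 C, 5% CO2. Detection reagent added; reduced luminescence from the parasites' luciferase reporter flags inhibition.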
Shiga inhibitor: blocks Shiga toxin action in Vero cells; Vero cells, Shiga toxin protein synthesis inhibition reporter; inhibition, % at 38.7 µM; 290,000 compounds, 9.2% hits; in the data active means inhibition mostly above about 28%, no sharp cut-off; inactive means mostly below about 43%; further: 0% is about no effect
Sm TGR inh: S. mansoni TGR enzyme inhibition; Q962Y6; Potency, µM (series often up to 114 µM), for the others: top-dose activity change, negative = inhibition, most hits filed as inhibitors; purified TGR, DTNB reduction, TNB absorbance 405 nm; 360,000 compounds, 3% hits; further: potency means the concentration at half of the fitted maximal effect; on the % scale 0 is the no-effect control and ±100 the full control effect; nearly all actives have a fitted effect of over 60% in size
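First, TGR (20 nM dispensed) and NADPH were mixed with compound. Second, a 15 min room-temperature incubation followed. Third, further NADPH and then DTNB were added to start the reaction. Finally, TNB absorbance was monitored kinetically.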
* hit, by the source's call; ? = inconclusive; . = no result given; & = joins results of further samples; [ ] = dose if it differs, or a comment. Unless noted, the call rests on the fitted dose curve; in most records, active means well fitted curve in the direction sought with a large enough effect; inconclusive means small, poorly fitted or top-dose-only effect, or another doubt; inactive means no such curve, though single readings can be large; an effect the other way counts as inactive or inconclusive.

SMILES | Pf growth 48h | Giardia FBPA inh | Cycloheximide cs | Pf growth 96h | Shiga inhibitor | Sm TGR inh
COc1ccccc1N(C)S(=O)(=O)c1ccc(C(=O)OCC(=O)c2c[nH]c3ccccc23)cc1 | ? | -3% | 2 | ? | 5 | -13%
CCC(C)[C@H](NC(=O)N1CCCCC1)C(=O)OC (stereo partly specified) | 17% | 0% | -1 | 31%[activator] | -3 | -9%
Cc1ccc(CNCCNCCO)s1 | 13% | 2% | -3 | 19% | 2 | 9%
COc1ccccc1N1CCN(C2CCCN(C(=O)C3=NN(C)C(=O)CC3)C2)CC1 (stereo unspecified) | 4% | . | 5 | -1% | -5 | 0%
CCc1ccc(NC(=O)C(=S)NC2CCCCC2)cc1 | 165%[activator] | -3% | 23* | 234%[activator] | 57* | 18%
O=C(Nc1ccnc(-c2ccncc2)n1)c1ccccc1Cl | -9% | 4% | -3 | 38%[activator] | -9 | 7%
O=C(NCCN1CCOCC1)c1ccc(=O)oc1 | 3% | 0% | -4 | -8% | 26 | 0%
Cc1ccc(C(=O)c2ccc(C(F)(F)F)cc2)cc1 | . | 2% | -4 | 13% | -3 | 8%
CN(NC1CC(=O)N(c2ccccc2)C1=O)c1ccccc1 (stereo unspecified) | 21% | -4% | 12 | ? | 1 | ?
Cc1ccc(C(=O)NNC(=S)Nc2cccc3ccccc23)s1 | 107%[activator] | 4% | 30* | 1% | 67* | 31%
CCCc1cc(O)c2c(C)cc(=O)oc2c1 | ? | -5% | -2 | 12µM* | 2 | -2%
COc1cccc(Oc2nc(-c3ccncc3)nc3ccccc23)c1 | ? | 0% | -3 | ? | -3 | 4%
O=C(Cn1cnc2cc([N+](=O)[O-])ccc2c1=O)Nc1cccc2ccccc12 | ? | -6% | 6 | ? | 4 | 6%
CCC1=NC(c2ccccc2)N(O)C1(C)C (stereo unspecified) | . | 2% | -2 | 68%[activator] | -15 | -28%
O=C(CN1C(=O)COc2ccccc21)N1CCN(C2CCCCC2)CC1 | -7% | -6% | -4 | -6% | -3 | 1%
COc1ccc(-n2c(Cc3cc(=O)[nH]c(=O)[nH]3)nnc2SCc2ccccc2)cc1 | . | -2% | 0 | ? | -10 | -34%
S=c1[nH]nc(-c2ccn[nH]2)n1-c1ccccc1Cl | 7% | 20µM* | 28* | -2% | 72* | -2%
COc1ccc(NC(=O)COn2nnc3ccc(Cl)cc32)cc1OC | . | -5% | -3 | 6% | -5 | 17%[11.4 µM]
Cc1ccc(S(=O)(=O)NC(=NCC(=O)O)c2ccc(F)cc2)cc1 | . | 3% | -1 | 19% | -25 | -17%
COc1ccc(C(CC(=O)N2CCN(C)CC2)NC(=O)C(F)(F)F)cc1 (stereo unspecified) | 22% | -2% | -1 | -17% | 2 | -1%

Compound profiles (already shown). Order of screens: Pf growth 48h | Giardia FBPA inh | Cycloheximide cs | Pf growth 96h | Shiga inhibitor | Sm TGR inh
Listed for COc1ccc(C(CC(=O)N2CCN(C)CC2)NC(=O)C(F)(F)F)cc1 (stereo unspecified) → 22% | -2% | -1 | -17% | 2 | -1%
Listed for COc1ccccc1N1CCN(C2CCCN(C(=O)C3=NN(C)C(=O)CC3)C2)CC1 (stereo unspecified) → 4% | . | 5 | -1% | -5 | 0%
Listed for CCCc1cc(O)c2c(C)cc(=O)oc2c1 → ? | -5% | -2 | 12µM* | 2 | -2%
Listed for O=C(NCCN1CCOCC1)c1ccc(=O)oc1 → 3% | 0% | -4 | -8% | 26 | 0%
Listed for O=C(Nc1ccnc(-c2ccncc2)n1)c1ccccc1Cl → -9% | 4% | -3 | 38%[activator] | -9 | 7%

The list continues.
SMILES | Pf growth 48h | Giardia FBPA inh | Cycloheximide cs | Pf growth 96h | Shiga inhibitor | Sm TGR inh
COCC(=O)NNC(=O)c1ccc(OC)cc1 | -18% | 2% | -5 | 188%[activator] | -7 | 27%
CCCOc1ccc2oc(=O)c3c(c2c1)CCCN3C(=O)CN1CCN(c2ncccn2)CC1 | -19% | -2% | -7 | 6% | -21 | -27%
C/C(=N/NS(=O)(=O)c1ccc(Br)cc1)c1ccc(NC(=O)c2ccc(C)o2)cc1 | 43%[activator] | 0% | 48* | 67%[activator] | 78* | 25%
Cc1cc2nc(-c3cccnc3SCC(=O)NCc3ccco3)[nH]c2cc1C | 0% | ? | 21* | 44%[activator] | 42 | 18µM*
Cc1cc(NC(=O)c2ccc(Cl)c(S(=O)(=O)N3CCOCC3)c2)no1 | ? | -1% | 4 | -1% | -2 | 6%
COc1ccc(-c2nnc(SCCc3ccccc3)n2N)cc1 | 23% | -9% | 16 | . | 24* | -22%
O=C(Nc1nncs1)c1ccc(F)c(S(=O)(=O)N2CCCCC2)c1 | -3% | 7% | -2 | 17% | -8 | -13%
Cc1cccc(Oc2c(C=O)c3ccccc3n2C)c1 | 1% | 5% | -1 | -24% | -5 | 5%
Cc1ccc(/C=C/C(=O)N2CC(=O)Nc3ccccc32)o1 | 0% | ? | 6 | -7% | 32 | 8.9µM*
O=C(NC12CCC(O)C(SC1)/C2=N/O)c1ccccc1 (stereo unspecified) | -1% | 5% | -3 | -85% | -6 | 3%
CC1CCCN(C(=O)CN2C(=O)C(C)Oc3ccccc32)C1 (stereo unspecified) | -4% | 4% | -5 | 11% | -9 | 30%
CC(C)(C)CC(=O)Nc1ccc(Nc2ccccc2)cc1 | 49%[activator] | -1% | 23* | 147%[activator] | 47* | 3%
O=C(c1ccc(Cl)cc1)C1CCCN(Cc2cccn2-c2ccccn2)C1 (stereo unspecified) | ? | 2% | -3 | -10% | -3 | -17%
CCOC(=O)c1cc2c(ccc3ccccc32)oc1=O | 16% | 0% | 2 | -10% | 5 | 13%
COc1cccc(-c2cc(C(F)(F)F)nc(N3CCN(c4ccccc4)CC3)n2)c1 | ? | 1% | -2 | 62%[activator] | -7 | -26%
CN(C)C1(CNC(=O)C2CCN(S(=O)(=O)c3ccccc3C(F)(F)F)CC2)CCCCC1 | ? | . | -4 | ? | -13 | -5%
Cc1c(Cl)cnc(NC(=O)COC(=O)c2cccs2)c1Cl | -12% | . | . | -6% | . | -6%
CCCn1c(SCC(=O)Nc2cccc(S(=O)(=O)NC3=NCCCCC3)c2)nc2ccccc2c1=O | 8.3µM* | 4% | -5 | 6.6µM* | -10 | -1%
O=C(CN1C(=O)NC2(CCc3ccccc32)C1=O)Nc1cccc(F)c1 (stereo unspecified) | ? | . | . | -10% | . | 0%
Cc1ccc(OC(C)C(=O)N2CCc3ccccc32)cc1 (stereo unspecified) | 2.9µM* | -1% | 1 | . | -34 | 0%
O=C(c1cc2sccc2n1Cc1ccccc1)N1CCc2ccccc21 | ? | -4% | -4 | ? | 30 | 2%
Cc1ccc(/C=N/c2sc3c(c2C(N)=O)CCCC3)o1 | 278%[activator] | -13% | 37* | ? | 60* | 22µM*
Cc1nn(C(C)C(=O)N2CCN(c3ccccn3)CC2)c(=O)c2cc3occc3n12 (stereo unspecified) | 10% | 8% | 1 | 84%[activator] | -4 | 2%
Cc1c(C(=O)N2CCCC2)c(S(=O)(=O)Nc2ccccc2)c(C)n1C | 18% | 3% | 4 | 10% | -2 | 3%
CN(Cc1ccco1)c1ncnc2ccc(-c3ccccc3Cl)cc12 | 9.3µM* | -8% | . | ? | . | -7%&-20%
Cc1ccc(C(=O)N/C(=C\c2cn(C)c3ccccc23)C(=O)OCCN(C)C)cc1 | 46%[activator] | 0% | -2 | 83%[activator] | -6 | 11%
CCc1nc(SCC(=O)Nc2nc3c(s2)CCCC3)c2ccccc2n1 | 6% | -10% | -1 | 63%[activator] | 24 | -16%
COC(=O)C(Cc1ccccc1)NC(=O)CCNC(=O)c1ccc(Br)cc1 (stereo unspecified) | 27% | 7% | 6 | 33%[activator] | -9 | -8%
CCOc1cc(CNn2nnnc2N)cc(Cl)c1OCC(=O)NC(C)(C)C | ? | 1% | -2 | ? | -2 | 3%
Cc1cccnc1NC(=O)c1csnn1 | 15% | 2% | -3 | 30%[activator] | -15 | -4%
CC1Cc2cc(/C=C3/SC(N4CCC(C(N)=O)CC4)=NC3=O)ccc2O1 (stereo unspecified) | ? | 0% | -3 | ? | -10 | 6%
COCC(=O)Nc1cc([N+](=O)[O-])ccc1OC | 1% | 3% | -3 | 87%[activator] | 5 | 0%
CCCCCC/C=C/c1ccc(OC)c(C2C3C=CCC(C)C3C(=O)N2Cc2ccccc2)c1 (stereo unspecified) | . | 1% | -6 | . | 1 | .
Cc1cccc(OCCC(=O)Nc2ccc(Cl)cc2F)c1 | 11% | -1% | 1 | -86% | . | -4%
CCOC(=O)CNC(=O)c1cc(-c2ccc3c(c2)OCCO3)oc1C | 2% | 3% | 44* | -86% | 63* | -26%
Cc1ccc(S(=O)(=O)C2(C(=O)NC3CCCCC3)CC2)cc1 | 39%[activator] | 15% | 10 | ? | -1 | 7%
COc1cc(/C=N/Nc2nc(C)nc3c2cnn3-c2ccccc2)ccc1O | ? | -5% | -2 | ? | -2 | 4%
CCOC(=O)CC1C(=O)NCCN1Cc1ccc(OC)c(OC)c1 (stereo unspecified) | 0% | -1% | -1 | 10µM* | -4 | 11%
CCOc1ccc(C=C2SC(=O)N(CCN)C2=O)cc1 | . | 0% | -18 | . | -17 | .
COc1ccc(CN2CCN(C(=O)c3cccs3)CC2)cc1 | 1% | ? | -4 | ? | -5 | 4%
CCn1cc([N+](=O)[O-])c(C(=O)N2CCCC2)n1 | 20% | 5% | -2 | . | -12 | -32%
O=C(CN1CCN(c2ccccc2O)CC1)Nc1ccc(S(=O)(=O)N2CCCCCC2)cc1 | ? | . | . | 10µM* | . | -20%
Cc1cc(F)c(F)c(C(=O)N2CCC(C)CC2)c1Cl | 19% | 0% | 2 | -7% | 23 | -1%
NC(=O)CNc1n[nH]c(=S)[nH]c1=O | 11% | ? | 1 | 0% | -13 | -15%
Nc1c(Cl)ncnc1N1CCN(c2ncnc(Cl)c2N)CC1 | 9% | 8% | -2 | 10% | 19 | 0%
CCc1cc(C(=O)c2ccc(Br)cc2)c(NC(=O)CN(CC)CC)s1 | 5.9µM* | -1% | -2 | 8.3µM* | -1 | 14%
O=C(CSc1nnc(CNC(=O)C23CC4CC(CC(C4)C2)C3)n1-c1ccc(F)cc1)Nc1ccc(F)cc1 | -28% | 8% | 7 | ? | -10 | 3%
CSCCC(NC(=O)c1ccco1)C(=O)Nc1ccc(C)c(S(=O)(=O)N2CCOCC2)c1 (stereo unspecified) | ? | . | . | -5% | . | -15%
COc1ccc(N2CCN(S(=O)(=O)c3ccc(Br)s3)CC2)cc1 | 18% | -13% | -3 | -11% | 7 | -23%
Cc1cc(Cl)ccc1OCC(=O)N(Cc1ccco1)C1CCS(=O)(=O)C1 (stereo unspecified) | -28% | 2% | 11 | ? | 0 | -4%
CCN(CC(=O)Nc1c(F)cccc1F)C(=O)CSc1nnc(-c2ccco2)n1CC | -4% | . | -1 | 17% | -10 | -24%
Cc1c(Cl)cccc1S(=O)(=O)N1CCC(C(=O)NNC(=O)C2CC2)CC1 | -12% | 4% | 1 | 6% | -12 | 3%
N#CC1=C(N)OC2=C(CC/C2=C\c2ccccc2Cl)C1c1ccccc1Cl (stereo unspecified) | ? | -10% | 13 | ? | -2 | -31%
CCCOc1ccc(CNC(=O)C2CCN(c3nn4c(=O)cc(C)nc4s3)CC2)cc1 | -23% | -4% | -4 | 12µM* | -4 | 8%&-3%
COc1ccc(NS(=O)(=O)c2ccc(-c3coc(C)n3)cc2)c(OC)c1 | 23% | . | 1 | 8% | -6 | -6%
CCCCn1c(/N=C/c2c[nH]c3ccccc23)nc2ccccc21 | ? | . | 6 | 31%[activator] | 8 | -12%
COC(=O)Cc1csc(Nc2ccccc2)n1 | 8% | 0% | 31* | ? | 97* | 6%
